RGS8-Gao – RGS8-Galphao binding modulators, primary screen, biochemical, multiplexed bead flow cytometry. Guanine nucleotide-binding protein G(o) subunit alpha (Homo sapiens), P09471. actives lie on both sides. response (percent of control binding), % at 10 µM. actives 0.34% (n = 220,000); in the data active = response below about 60% or above about 140%; inactive = in between;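 note: Galphao activated as the GDP aluminium fluoride complex binding bead-coupled RGS8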
RGS7-Gao reg – RGS7-Galphao binding modulators, primary screen, biochemical, multiplexed bead flow cytometry | Guanine nucleotide-binding protein G(o) subunit alpha (Homo sapiens), P09471 | actives lie on both sides | binding response (% of control), % at 10 µM | actives 0.35% (n = 220,000) | AID 1439, 2008; in the data active = binding response below about 49% or above about 150%; inconclusive = no clear call, values can overlap the other calls; inactive = in between;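 note: fluorescent Galphao held in activated GDP-AlF4 state binding bead-coupled RGS7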
RGS4-Gao reg – modulators of RGS4 binding to Galphao, primary screen, biochemical, multiplexed bead flow cytometry; actives lie on both sides; binding response (% of control), % at 10 µM; actives 0.33% (n = 220,000); Guanine nucleotide-binding protein G(o) subunit alpha (Homo sapiens), P09471; in the data active = binding response below about 49% or above about 150%; inactive = in between;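 note: fluorescent Galphao activated with aluminum fluoride binding bead-coupled RGS4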
Bim-Bcl-B – inhibitors of Bim-Bcl-B binding, primary screen, biochemical, multiplexed, human Bcl-2 family; Bcl-2-like protein 10 (Homo sapiens), Q9HD36; inhibition, % at 10 µM; actives 0.073% (n = 190,000); AID 951, 2007; bead-based flow cytometry, Bim peptide-Bcl-B binding;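 note: 0% = tracer peptide without compound and 100% = reference inhibitor peptide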
ABCB1 inh – ABCB1 efflux pump inhibitors, primary screen, cell-based, multiplex, flow cytometry, ABCG2 counter-screen; inhibition, % at 6.6 µM; actives 0.067% (n = 190,000); CCRF-Adr cells, JC-1 efflux; ATP-dependent translocase ABCB1 (Homo sapiens), P08183; in the data active = inhibition above about 40%;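 note: 0% = vehicle and 100% = reference inhibitor; higher value means more JC-1 retained so stronger ABCB1 efflux block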
Bim-Bcl-W – inhibitors of Bim binding to Bcl-W, primary screen, biochemical, multiplexed, bead-based flow cytometry; Bcl-2-like protein 2 (Homo sapiens), Q92843; Bim peptide-Bcl-W binding; inhibition, % at 10 µM; actives 0.02% (n = 190,000); AID 952, 2007;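 note: 0% = bound tracer without compound and 100% = peptide blocker; higher means less fluorescent Bim peptide bound to Bcl-W beads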
Bim-Bfl-1 – inhibitors of Bim binding to Bfl-1, primary screen, biochemical, multiplexed, bead-based flow cytometry; Bcl-2-related protein A1 (Homo sapiens), Q16548; Bim-Bfl-1 binding inhibition; inhibition, % at 10 µM; actives 0.12% (n = 190,000); AID 1008, 2008;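 note: 0% = wells without compound plus tracer and 100% = blocker peptide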
ABCG2 block – ABCG2 efflux pump inhibitors, primary screen, multiplex with ABCB1, IgMXP3 cells, flow cytometry; Broad substrate specificity ATP-binding cassette transporter ABCG2 (Homo sapiens), Q9UNQ0; JC-1 efflux; inhibition, % at 6.6 µM; actives 0.1% (n = 190,000);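 active = inhibition above 80%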;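 note: 0% = DMSO and 100% = nicardipine control wells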
Target sequence (Q9UNQ0 whole entry, looked up): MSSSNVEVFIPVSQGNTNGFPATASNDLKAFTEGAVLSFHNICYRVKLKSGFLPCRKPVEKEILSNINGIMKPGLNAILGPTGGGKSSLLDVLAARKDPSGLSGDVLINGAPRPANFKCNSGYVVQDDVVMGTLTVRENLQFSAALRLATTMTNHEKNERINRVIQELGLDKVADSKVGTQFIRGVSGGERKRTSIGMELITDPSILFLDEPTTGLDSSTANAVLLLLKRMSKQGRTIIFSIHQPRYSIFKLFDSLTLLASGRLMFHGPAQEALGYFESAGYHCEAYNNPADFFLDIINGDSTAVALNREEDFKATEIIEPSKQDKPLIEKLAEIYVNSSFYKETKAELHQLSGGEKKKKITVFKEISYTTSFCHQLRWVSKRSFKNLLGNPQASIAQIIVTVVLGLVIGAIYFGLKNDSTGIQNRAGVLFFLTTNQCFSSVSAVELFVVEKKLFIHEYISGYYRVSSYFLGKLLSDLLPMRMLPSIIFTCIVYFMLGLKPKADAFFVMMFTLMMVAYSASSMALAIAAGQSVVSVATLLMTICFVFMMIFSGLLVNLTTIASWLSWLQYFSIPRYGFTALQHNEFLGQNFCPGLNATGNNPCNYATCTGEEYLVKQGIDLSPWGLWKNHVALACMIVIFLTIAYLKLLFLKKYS
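System: two drug-resistant human cell lines, ABCG2 and ABCB1; controls: nicardipine high and DMSO low controls; times: 10 min exposure at 25 °C with rotation, no wash; detection: flow cytometry of retained JC-1 fluorescence; read-out basis: percent efflux inhibition, scaled nicardipine 100% to DMSO 0%; doses: one concentration, 6.6 µM final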
Bcl-2 Bim block – inhibitors of Bim-Bcl-2 binding, primary screen, biochemical, multiplexed, human Bcl-2 family; Apoptosis regulator Bcl-2 (Homo sapiens), P10415; Bead-based flow cytometry, Bim peptide-Bcl-2 binding; inhibition, % at 10 µM; actives 0.06% (n = 190,000); AID 950, 2007; in the data active = inhibition above about 40%; inconclusive = no clear call, values can overlap the other calls;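 note: 0% = no compound wells with probe peptide and 100% = reference peptide inhibitor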
Target sequence (P10415 whole entry, looked up): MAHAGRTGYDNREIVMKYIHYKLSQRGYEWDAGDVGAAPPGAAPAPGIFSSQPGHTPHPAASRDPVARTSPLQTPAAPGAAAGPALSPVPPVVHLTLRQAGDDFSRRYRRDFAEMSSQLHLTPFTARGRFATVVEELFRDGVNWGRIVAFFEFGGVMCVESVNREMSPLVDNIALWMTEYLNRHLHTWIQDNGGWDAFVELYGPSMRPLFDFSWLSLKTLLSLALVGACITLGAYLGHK
Bim-Mcl-1 – inhibitors of Bim peptide binding to Mcl-1, primary screen, biochemical, bead-based flow cytometry, multiplex; Induced myeloid leukemia cell differentiation protein Mcl-1 (Homo sapiens), Q07820; Bim peptide-Mcl-1 binding; inhibition, % at 10 µM; actives 0.1% (n = 190,000);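 note: 0% = no compound tracer wells and 100% = peptide blocker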
Bim-Bcl-XL – inhibitors of Bim-Bcl-XL binding, primary screen, biochemical, multiplexed, bead flow cytometry, human Bcl-XL | Bim peptide-Bcl-XL binding, fluorescence | inhibition, % at 10 µM | actives 0.04% (n = 190,000) | AID 1007, 2008
An asterisk follows results filed as active; ? = inconclusive. Cut-off read from the data, not from the text of the source, unless noted: active = inhibition above about 40%.

item	mol	RGS4-Gao reg	RGS7-Gao reg	Bcl-2 Bim block	Bim-Bfl-1	Bim-Bcl-W	ABCB1 inh
1	Cc1cccc(N2C(=O)NC(=O)/C(=C/c3ccc(-c4ccc(C(=O)O)c(Cl)c4)o3)C2=O)c1	94	78	2	3	0	-0.8
2	C=CCn1c(O)c(C(CC)=Nc2cc(OC)ccc2OC)c(=O)[nH]c1=O	98	98	1	0	6	0.0
3	CN1CC2([N+](=O)[O-])CC=C(Cl)C([N+](=O)[O-])(C1)C2 (stereo not drawn)	103	96	-1	-4	0	0.1
4	CCOc1ccc(C2SCC(=O)Nc3c2c(=O)[nH]n3C2CCCCCC2)cc1 (stereo not drawn)	98	98	-5	-5	0	-0.3
5	O=C1/C(=C/c2cc([N+](=O)[O-])ccc2Cl)N2CCC1CC2	104	105	-6	1	-3	1.1
6	CC(C)(C)C(=O)c1cn(Cc2ccccc2)c2ccccc12	102	?	3	-4	0	0.9
7	O=C1C2CCCN2C(c2cccc(Cl)c2)N1c1ccccn1 (stereo not drawn)	102	97	-8	-10	-1	0.5
8	CCCCCCOc1ccc(CN2CCN(C)CC2)cc1	98	96	-8	-10	-4	1.0
9	Nc1ccnn1C1CCNCC1	98	100	-2	-2	0	0.3
10	CN1C(=O)N(C)C(=O)C2(Cc3cc([N+](=O)[O-])ccc3N(C)C2c2ccccc2)C1=O (stereo not drawn)	100	102	-6	-18	-9	0.1
11	Cc1c(C(c2ccccc2Cl)c2c(O)c3ccccc3oc2=O)c(=O)n(-c2ccccc2)n1C (stereo not drawn)	100	99	-3	-1	-3	0.3
12	Cn1ccc(NC(=O)CCl)n1	106	105	-4	-5	-3	-0.1

item	Bim-Bcl-B	RGS8-Gao	Bim-Bcl-XL	Bim-Mcl-1	ABCG2 block
1	3	92	-1	0	-4
2	1	100	1	3	0
3	-1	103	-1	0	-1
4	-2	100	-3	1	-2
5	-1	99	-5	-3	14
6	-1	102	-2	0	13
7	-9	101	-9	-2	1
8	-10	101	-19	-1	4
9	-3	101	-1	-9	2
10	-12	102	-10	-6	0
11	-5	103	-4	-4	1
12	-2	103	0	-1	0

The listing continues:
item	mol	RGS4-Gao reg	RGS7-Gao reg	Bcl-2 Bim block	Bim-Bfl-1	Bim-Bcl-W	ABCB1 inh
13	CCOc1ccc(-n2c(O)c(N=Nc3ccc([N+](=O)[O-])cc3)c(=O)[nH]c2=O)cc1	94	88	-9	-7	-3	-0.6
14	COc1ccc([N+](=O)[O-])cc1N=Cc1c(O)n(CCc2ccccc2)c(=O)n(C(C)C)c1=O	92	92	1	0	-2	2.1
15	O=c1[nH]c(=S)[nH]c(O)c1N=Nc1ccc2c(c1)OCO2	101	99	5	3	0	-0.5
16	CC(=O)NC1CC2CCC(C1)N2 (stereo not drawn)	99	98	-3	-1	-2	0.0
17	COc1ccccc1CN1CCN(C(=O)Cc2ccccc2)CC1	103	100	-1	-1	-1	0.6
18	COc1ccc(CCNCc2cccc(C(F)(F)F)c2)cc1OC	100	104	0	6	5	0.0
19	COc1ccccc1OCC#CCN1CCOCC1	109	112	-5	-5	-3	1.2
20	Clc1ccc2c(c1)C(c1ccccc1Cl)=NCc1nnc(N3CCN(CCOc4ccccc4)CC3)n1-2	97	99	-4	-3	-6	-2.6
21	CN(CCOc1ccc(C=C2C(=O)NC(=O)NC2=O)cc1)c1ccccn1	103	101	-1	-2	3	-1.0
22	CC1CN=C(NCc2ccc(F)cc2)S1 (stereo not drawn)	104	98	-3	-7	-1	-0.2
23	CCOc1ccc(NC(=O)C2C3c4ccccc4C(c4ccccc43)C2C(=O)O)cc1 (stereo not drawn)	97	94	5	4	2	-0.1
24	Clc1ccc(C(c2ccccc2)c2ncc[nH]2)cc1 (stereo not drawn)	100	103	0	0	-2	1.6

item	Bim-Bcl-B	RGS8-Gao	Bim-Bcl-XL	Bim-Mcl-1	ABCG2 block
13	-6	97	-1	-1	0
14	-11	78	-2	-2	25
15	-11	103	-4	0	-1
16	0	101	-2	-1	0
17	-8	103	-8	-4	3
18	0	100	3	-2	0
19	-5	108	0	-3	0
20	-10	98	-10	-9	-15
21	-1	102	-2	0	-2
22	-1	103	0	0	-1
23	0	94	0	3	3
24	-7	102	-7	-4	14

(listing goes on)
item	mol	RGS4-Gao reg	RGS7-Gao reg	Bcl-2 Bim block	Bim-Bfl-1	Bim-Bcl-W	ABCB1 inh
25	O=C1CN(C(=O)CN2CCCCC2)C(c2ccccc2)c2cc(Br)ccc2N1 (stereo not drawn)	103	102	-5	-10	-1	0.7
26	CN1C(=O)/C(=C\N2CCc3ccccc32)C(=O)NC1=S	76	93	-2	-6	0	-0.2
27	Cc1nn(Cc2ccccc2Cl)c(C)c1C(=O)OCC(=O)N1CC(C)OC(C)C1 (stereo not drawn)	101	101	-2	-4	-3	1.2
28	C=CCn1c(O)c(/C=C2/C=CC=N2)c(=O)[nH]c1=O	102	102	1	-1	0	0.3
29	Cc1ccc(-n2cc(CNC(C)Cc3cnccn3)c(-c3cccc(C)c3)n2)cc1 (stereo not drawn)	99	102	0	-5	0	4.2
30	O=c1c2ccccc2nc(-c2ccccc2)n1-c1ccccn1	103	109	2	-2	-2	0.1
31	N=c1sccn1Cc1ccc(Cl)cc1Cl	99	95	0	0	-3	1.8
32	Cc1ccc(C(=O)C2(C)N(O)C(C)C(c3cccs3)=[N+]2[O-])cc1 (stereo not drawn)	94	96	2	0	0	0.3
33	COc1ccc(OCC(=O)N2CCN(Cc3nc4cc([N+](=O)[O-])ccc4n3C)CC2)cc1	95	99	-4	-12	-2	1.5
34	O=c1c2ccccc2nc(SCC2CCCCO2)n1-c1ccccc1 (stereo not drawn)	101	99	0	-2	-5	-1.5
35	CCOP(=O)(C#CC(C)(C)C)C(C)(O)c1ccccc1 (stereo not drawn)	103	99	-2	-11	1	0.0
36	CCCN(CC#CCOc1ccc(OC)cc1)CCC	101	103	-1	1	0	0.5

item	Bim-Bcl-B	RGS8-Gao	Bim-Bcl-XL	Bim-Mcl-1	ABCG2 block
25	-7	102	-1	-2	3
26	-2	95	0	1	-2
27	-11	100	-9	-4	10
28	-1	102	-1	0	26
29	-2	100	-4	0	13
30	0	104	0	1	2
31	-4	97	-7	0	12
32	0	98	-2	1	1
33	-7	100	-2	-1	30
34	-8	100	-6	-6	3
35	-5	103	0	-1	0
36	-1	100	-1	0	2

Part of the list above, field by field:
#31 N=c1sccn1Cc1ccc(Cl)cc1Cl
  RGS4-Gao reg: 99
  RGS7-Gao reg: 95
  Bcl-2 Bim block: 0
  Bim-Bfl-1: 0
  Bim-Bcl-W: -3
  ABCB1 inh: 1.8
  Bim-Bcl-B: -4
  RGS8-Gao: 97
  Bim-Bcl-XL: -7
  Bim-Mcl-1: 0
  ABCG2 block: 12
#26 CN1C(=O)/C(=C\N2CCc3ccccc32)C(=O)NC1=S
  RGS4-Gao reg: 76
  RGS7-Gao reg: 93
  Bcl-2 Bim block: -2
  Bim-Bfl-1: -6
  Bim-Bcl-W: 0
  ABCB1 inh: -0.2
  Bim-Bcl-B: -2
  RGS8-Gao: 95
  Bim-Bcl-XL: 0
  Bim-Mcl-1: 1
  ABCG2 block: -2

An excerpt from above in order of SMILES length, lowest first.
item	mol	RGS4-Gao reg	RGS7-Gao reg	Bcl-2 Bim block	Bim-Bfl-1	Bim-Bcl-W	ABCB1 inh
31	N=c1sccn1Cc1ccc(Cl)cc1Cl	99	95	0	0	-3	1.8
36	CCCN(CC#CCOc1ccc(OC)cc1)CCC	101	103	-1	1	0	0.5
30	O=c1c2ccccc2nc(-c2ccccc2)n1-c1ccccn1	103	109	2	-2	-2	0.1
26	CN1C(=O)/C(=C\N2CCc3ccccc32)C(=O)NC1=S	76	93	-2	-6	0	-0.2
28	C=CCn1c(O)c(/C=C2/C=CC=N2)c(=O)[nH]c1=O	102	102	1	-1	0	0.3
25	O=C1CN(C(=O)CN2CCCCC2)C(c2ccccc2)c2cc(Br)ccc2N1 (stereo not drawn)	103	102	-5	-10	-1	0.7
32	Cc1ccc(C(=O)C2(C)N(O)C(C)C(c3cccs3)=[N+]2[O-])cc1 (stereo not drawn)	94	96	2	0	0	0.3
27	Cc1nn(Cc2ccccc2Cl)c(C)c1C(=O)OCC(=O)N1CC(C)OC(C)C1 (stereo not drawn)	101	101	-2	-4	-3	1.2
33	COc1ccc(OCC(=O)N2CCN(Cc3nc4cc([N+](=O)[O-])ccc4n3C)CC2)cc1	95	99	-4	-12	-2	1.5

item	Bim-Bcl-B	RGS8-Gao	Bim-Bcl-XL	Bim-Mcl-1	ABCG2 block
31	-4	97	-7	0	12
36	-1	100	-1	0	2
30	0	104	0	1	2
26	-2	95	0	1	-2
28	-1	102	-1	0	26
25	-7	102	-1	-2	3
32	0	98	-2	1	1
27	-11	100	-9	-4	10
33	-7	100	-2	-1	30

Bioassay records from PubChem.

This is a subset; the hit share may differ from the screen's.
